PI5P4Ka inh = blocks human PI5P4K alpha kinase activity | 330,000 compounds, 1.2% hits | max response, % | PI5P4Kalpha enzyme, ADP-Glo luminescence, 60 min; stronger effect = lower value | P48426; active means max response of -50% or lower; inconclusive means between -30% and -50%; inactive means -30% or higher; further: value at the top dose of about 77 µM; on the % scale 0 is the no-effect control and ±100 the full control effect
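Human PI5P4Kalpha with substrate in 0.038 M HEPES pH 7.4, 0.28 mM EGTA, 0.1% CHAPS, 5% DMSO; reaction started with 5 microM ATP (final), 60 min at room temperature. ADP formed read by ADP-Glo luminescence.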
GLP-1R inv ag = acts as inverse agonist at human GLP-1 receptor; P43220; HEK293 GLP-1R CRE-luciferase, luminescence, 24 h; GLP-1R form is constitutively active; Potency, µM (highest dose often 38.3 µM), inactives show at the top dose activity change, negative = inhibition, hits mostly inhibitors; 410,000 compounds, 1.6% hits; further: potency means the concentration at half of the fitted maximal effect; on the % scale 0 is the no-effect control and ±100 the full control effect; nearly all actives have a fitted effect of over 55% in size
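Constitutively active GLP-1R drives a cAMP-responsive luciferase in stably transfected HEK293 cells; test compounds are added after overnight (12 h) attachment and left 24 hr, and signal loss in luminescence marks inhibition.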
PLK1 PBD inh = PLK1 (human) polo-box domain binding inhibition | Plk1 PBD binding of FITC phosphopeptide, fluorescence polarization | Potency, µM, for inactives: max response, negative = inhibition, usual class: inhibitors | 360,000 compounds, 2.8% hits; further: potency means the concentration at half of the fitted maximal effect; series mostly up to about 57 µM; on the % scale 0 is the no-effect control and ±100 the full control effect; nearly all actives have a fitted effect of over 65% in size
IL-2 act = activators of IL-2; IL-2 activation reporter assay, cell-based qHTS; stimulated with anti-CD3/CD4/CD28 beads; in transgenic mouse T cells; activation, % (series mostly up to about 46 µM); 360,000 compounds, 0.065% hits; AID 652025; in the data active means activation above about 50%; inconclusive means mostly about 30% to 49%; further: 0% is about no effect
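EGFP and DsRed fluorescence is measured by plate cytometry in unstimulated transgenic mouse T cells exposed to compound for 60 minutes, then stimulated 18 hours at 37 degrees C with anti-CD3/anti-CD4 beads plus anti-CD28.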
EPAC1 ag = activates human EPAC1 exchange factor. Potency, µM (series often up to 154 µM), without a hit: top-dose activation, usual class: activators. EPAC1 agonist qHTS, biochemical assay; response scale: 100% = response to 6.5 mM cAMP. 360,000 compounds, 0.073% hits. AID 720707. O95398; further: potency means the concentration at half of the fitted maximal effect; nearly all actives have a fitted effect of over 60% in size
Target sequence (O95398 whole entry, looked up): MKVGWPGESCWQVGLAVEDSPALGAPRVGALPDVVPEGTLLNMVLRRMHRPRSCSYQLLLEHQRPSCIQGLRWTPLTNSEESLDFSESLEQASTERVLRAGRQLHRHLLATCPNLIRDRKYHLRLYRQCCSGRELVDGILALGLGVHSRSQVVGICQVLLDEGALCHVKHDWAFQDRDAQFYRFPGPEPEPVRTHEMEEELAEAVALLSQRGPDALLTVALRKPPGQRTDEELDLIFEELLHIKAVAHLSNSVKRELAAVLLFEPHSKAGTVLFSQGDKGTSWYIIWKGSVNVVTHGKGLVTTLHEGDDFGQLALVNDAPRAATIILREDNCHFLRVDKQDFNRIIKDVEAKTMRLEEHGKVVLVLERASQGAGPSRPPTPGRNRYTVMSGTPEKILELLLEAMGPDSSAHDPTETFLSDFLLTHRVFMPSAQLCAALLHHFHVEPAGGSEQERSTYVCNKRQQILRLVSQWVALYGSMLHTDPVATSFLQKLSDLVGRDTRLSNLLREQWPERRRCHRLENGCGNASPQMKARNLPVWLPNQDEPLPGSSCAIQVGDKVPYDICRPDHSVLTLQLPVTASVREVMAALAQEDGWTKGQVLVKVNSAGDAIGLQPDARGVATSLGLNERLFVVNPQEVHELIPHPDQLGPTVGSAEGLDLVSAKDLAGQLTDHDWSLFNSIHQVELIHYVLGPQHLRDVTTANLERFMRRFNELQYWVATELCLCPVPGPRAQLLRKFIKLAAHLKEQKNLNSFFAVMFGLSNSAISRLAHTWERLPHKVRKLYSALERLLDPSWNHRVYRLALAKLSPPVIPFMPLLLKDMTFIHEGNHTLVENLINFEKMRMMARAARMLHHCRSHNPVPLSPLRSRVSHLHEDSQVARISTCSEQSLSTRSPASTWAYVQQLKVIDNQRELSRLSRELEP
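Nucleotide exchange assay: 100 nM EPAC1 with 250 nM Rap1B loaded with BODIPY-GDP and 50 uM GDP, room temperature. Fluorescence (480/540 nm) read every 5 min for 30 min; signal change normalized to 6.5 mM cAMP as full agonist.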
PTHR1 agonist = PTHR1 (human) receptor agonism. Potency, µM (top dose mostly 115 µM), without a hit: at the top dose activation, hits mostly activators. 410,000 compounds, 0.075% hits. AID 743266. HEK293 GP2 PTHR1 cells, GloSensor cAMP luminescence, 1 h. Q03431; further: potency means the concentration at half of the fitted maximal effect; nearly all actives have a fitted effect of over 55% in size; some results filed as inactive show a strong effect at the top dose; inactives centre near -15; many of its hits are not listed in these tables
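HEK-293-derived GP2 cells expressing PTHR1 and a GloSensor cAMP reporter, 3,000/well, plated overnight, given luciferin plus IBMX (each 0.5 mM as added) for 1 h at 37 °C, then compound for 1 h at 37 °C. Luminescence was read after 15 min at room temperature.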
GLP1R ag = activates the human GLP-1 receptor; 380,000 compounds, 0.007% hits; HEK293 GLP-1R CRE-luciferase, luminescence, 4-6 h; cells express a hypersensitive GLP-1R form; Potency, µM (highest dose often 45.6 µM), for inactives: top-dose activation, usual class: activators; AID 624172; P43220; further: potency means the concentration at half of the fitted maximal effect; % of control where 0% means no effect
EPAC1 antag = antagonists of human EPAC1; O95398; EPAC1 GEF assay, Rap1b-BODIPY-GDP exchange fluorescence; Potency, µM (titrated, usually from 115 µM), for inactives: top-dose activity change, negative = inhibition, most hits filed as inhibitors; 360,000 compounds, 0.14% hits; AID 720709;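 further: potency means the concentration at half of the fitted maximal effect; plate controls were vehicle for no effect and positive control for full effect; nearly all actives have a fitted effect of over 50% in size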
HEK293 tox = cytotoxicity in counter-screen for GLP-1R inverse agonists; HEK293 cAMP-luciferase reporter cells, luminescence, 24 h; Potency, µM (series often up to 38.3 µM), inactives show at the top dose activity change, negative = inhibition, usual class: inhibitors; 410,000 compounds, 0.13% hits; AID 624418;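 further: loss of luciferase light is scored as toxicity; potency means the concentration at half of the fitted maximal effect; on the % scale 0 is the no-effect control and ±100 the full control effect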
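A 23 nL compound transfer followed 12 hours of cell culture at 37 deg C; exposure then lasted 24 hr. Luciferase assay detection reagent was dispensed and plates read for luminescence after a 12 min room-temperature wait.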
The depositor's hits bear a star; i = inactive; ? = inconclusive; . = not tested or not shown; [ ] = remark or other dose. Unless noted, the call rests on the fitted dose curve; in most records, active means well fitted curve in the direction sought with a large enough effect; inconclusive means small, poorly fitted or top-dose-only effect, or another doubt; inactive means no such curve, though single readings can be large; an effect the other way counts as inactive or inconclusive.

SMILES	PI5P4Ka inh	GLP-1R inv ag	PLK1 PBD inh	IL-2 act	EPAC1 ag	PTHR1 agonist	GLP1R ag	EPAC1 antag	HEK293 tox
COc1ccc(CCNC(=O)CC(c2ccccc2)c2cc(C)ccc2O)cc1OC (stereo not drawn)	-4	?	-4%	-5.0	-2%	i	2%	5%	-1%
CCc1ccc(OCC(=O)NNC(=O)Cc2c(F)cccc2Cl)cc1	-11	-27%	-9%	-0.9	2%	-5%	-19%	-2%	7%
COc1ccc2c(Cl)c(C(=O)NN)sc2c1	.	-16%	-1%	-0.7	12%	16%[57.5 µM]	0%	1%	?
CC(C)(C)OC(=O)[C@H](Cc1ccccc1)NC(=O)c1nc[nH]c1C(=O)NCCCCCN	3	-18%	-18%	-0.2	-11%	-2%	5%	-7%	-3%
Cc1noc(C)c1C(=O)N(CC(=O)Nc1ccc(Cl)c(C(F)(F)F)c1)Cc1ccco1	-2	?	-4%	0.0	-17%	-2%	7%	-4%	-13%
Cc1cccn2cc(COc3ccc(-c4ccccc4)cc3)nc12	5	-31%	0%	-5.0	19%	-18%	23%	-19%	-18%
Oc1ccccc1C1NN=C(c2ccccc2)S1 (stereo not drawn)	2	?	?	-1.3	2%	-32%	-1%	-20%	?
CC1=CC(=C2N=C(c3ccccc3)OC2=O)C=C(C)O1	2	0%	5%	-1.2	0%	-25%[57.5 µM]	2%	-1%	-13%
CSCCC(c1nnnn1C(C)(C)C)N1CCN(C/C=C/c2ccccc2)CC1 (stereo not drawn)	8	-6%	5%	0.2	-13%	-17%	1%	6%	-4%
CCN(CC)C(=S)SCC(=O)Nc1cccc(C(F)(F)F)c1	9	?	1%	-0.9	0%	-58%[inhibitor]	0%	-20%	0%
COc1ccc(CCNC(=O)CCCn2c(=S)[nH]c3ccsc3c2=O)cc1OC	1	1%	-4%	-1.6	6%	i	1%	1%	0%
O=c1[nH]c(=S)[nH]c2c1C(C1CCCCC1)OC(C1CCCCC1)C2 (stereo not drawn)	-22	-26%	-4%	0.3	-9%	-25%	3%	-11%	-1%
COC(=O)c1ccccc1NC(=O)Cn1c(=O)n(CCCCC(=O)NCc2ccc3c(c2)OCO3)c(=O)c2ccccc21	.	11%	.	.	.	-23%	-1%	.	1%
CCC(=O)c1ccc(OCC(=O)OCC(=O)NCC2CCCCC2)cc1	4	1%	0%	-5.1	3%	-4%	-4%	16%	0%
Cc1ccc(NC(=O)CSc2ncccn2)cc1S(=O)(=O)N1CCCCC1	-9	11%	-13%	-1.1	8%	-23%	-2%	10%	1%
COCC(C)n1c(C)cc(C(=O)COC(=O)c2ccc3ncsc3c2)c1C (stereo not drawn)	-4	7%	-4%	-1.0	2%	-24%	3%	2%	-8%
COc1ccc(NC(=O)CN(C)C(=O)c2cc3c(s2)CCC3)cc1	-69*	-7%	7.5µM*	-1.4	-4%	-23%	0%	?	-11%
O=C(COC(=O)[C@H](Cc1ccccc1)NC(=O)c1cccs1)Nc1ccccc1C(F)(F)F	2	9%	-9%	1.5	-9%	-22%	-2%	1%	-9%
COc1cc(/C=N/NC(=O)Cc2ccc(Br)cc2)cc(OC)c1O	-5	4%	-10%	0.4	-14%	-23%	16%	4%	-17%
CCCc1cc(=O)n2[nH]c(C)cc2n1	-5	6%	-3%	-1.6	4%	i	4%	2%	6%
CC1(C(=O)Nc2cccc3cccnc23)CCN1C(=O)CC1CC1 (stereo not drawn)	2	-16%	-12%	-0.2	-24%	i	-4%	10%	1%
COc1ccc(CCNC(=O)C2CCN(S(=O)(=O)c3ccc(C)cc3)CC2)cc1	-2	12%	-3%	-0.2	5%	-12%	-1%	6%	1%
COCCNC(=O)CCCn1c(=O)c2cc(OC)c(OC)cc2n(CC(=O)Nc2ccc(C)c(F)c2)c1=O	-2	18%	-12%	0.2	8%	i	4%	-19%	-14%
COc1ccc(CC(=O)NCC2CCCN(Cc3ccccc3Cl)C2)cc1 (stereo not drawn)	1	-21%	-2%	-0.1	-6%	i	2%	10%	1%
Nc1ccc(N2CCOCC2)c2nonc12	-21	16%	-4%	-1.4	0%	i	3%	?	-29%
CCc1ccccc1NC(=O)CC(c1ccc(OC)cc1)n1cccc1 (stereo not drawn)	-8	-27%	-4%	0.6	3%	-10%	-4%	-2%	-20%
O=C(O)C1C2CCC(O2)C1C(=O)NCc1ccncc1 (stereo not drawn)	-8	4%	-3%	-0.4	5%	i	-14%	11%	-11%
COc1cc2nc(CSc3nc(-c4ccc(F)cc4)cs3)[nH]c(=O)c2cc1OC	0	-8%	5%	8.3	-5%	i	0%	9%	3%
COc1ccc(Nc2nnc(SCC3CCCO3)s2)cc1 (stereo not drawn)	-10	-11%[0.307 µM]	-3%	-0.2	2%	-9%	0%	8%	3%[0.307 µM]
COc1cccc(NC(=S)/C(=C(\[O-])c2ccc(OC(F)F)cc2)[n+]2ccccc2)c1	1	16%	-25%	-0.8	-4%	i	6%	-12%	-1%
CC(OC(=O)C1=Cc2ccccc2OC1)C(=O)NC1CCCC1 (stereo not drawn)	.	0%	-6%	-1.6	8%	24%[57.5 µM]	0%	0%	4%
Cc1ccccc1NS(=O)(=O)c1ccc2c(c1)NC(=O)CO2	0	3%	1%	-0.4	0%	i	10%	-1%	0%
Nn1c(SCC(=O)Nc2cccnc2Cl)nnc1-c1ccccc1	?	20%	4.7µM*	0.1	9%	-5%	-2%	-4%	13%
Nc1cc(=O)[nH]c(SCC(=O)N2CCCC2)n1	-1	-6%	-7%	-0.1	3%	-11%	-2%	-26%	2%
CC(NC(=O)c1ccco1)C(=O)N1CCN(c2ccccc2)CC1 (stereo not drawn)	0	5%	-9%	-1.1	3%	i	-2%	7%	6%
COCCN(C(=O)CCC(=O)Nc1ccccn1)C(C(=O)NC(C)C)c1ccc(Cl)cc1 (stereo not drawn)	-3	1%	4%	-0.4	-1%	i	2%	6%	0%
CCOc1ccc(S(=O)(=O)Nc2nccs2)cc1	-15	-8%	-26%	-0.4	9%	i	2%	3%	23%
CCc1cc2c(=O)[nH]c(CC(N)=O)nc2s1	-2	-9%	-13%	-0.2	5%	-7%	5%	-6%	5%
CCCNC(=O)C1CN(C(=O)c2nn(Cc3ccccc3)c(=O)c3ccccc23)c2ccccc2O1 (stereo not drawn)	-4	-11%	-6%	-4.6	1%	i	18%	2%	-3%
C#CCOC(=O)Nc1cccn(Cc2c(Cl)cccc2Cl)c1=O	-2	?	-5%	0.8	15%	-19%	17%	-15%	?
Cc1ccccc1OCC(=O)OCC(=O)NCc1ccccc1Cl	2	4%	8%	-0.5	-7%	-14%	-4%	-23%	2%
COc1ccccc1C(=O)NCC(=O)Nc1ccccc1	13	1%	-13%	0.0	-6%	-4%[57.5 µM]	-19%	10%	-2%
CC(C)c1ccc(NC2CCCN(C(=O)c3cnn(C(C)C)c3)C2)cc1 (stereo not drawn)	16	?	-2%	-0.1	11%	-1%	9%	3%	-9%
Cc1nnc(SCC(=O)Nc2ccc(N(C)C)cc2)n(N)c1=O	-7	15%	?	2.1	7%	i	-15%	-2%	-1%
Cn1c(=O)c2nnn(/N=C(\c3ccccc3)C3CC3)c2n(C)c1=O	-7	19%	-8%	0.1	-1%	i	15%	-8%	10%
CCSc1nc(C)c(C)c(=O)[nH]1	-4	-10%	0%	0.3	-1%	i	6%	-5%	2%
COCCN1Cc2cc3cc(C)ccc3nc2SC1=Nc1cccc(OC)c1	10	?	-8%	-0.7	17%	-54%[inhibitor]	12%	-6%	-2%
CCCCCc1ccc(S(=O)(=O)NCCc2ccncc2)cc1	.	-9%	0%	-1.0	9%	i	3%	-12%	-5%
CCOc1ccc(CN(CC)C(=O)Cc2c[nH]c3ccccc23)cc1OC	-2	-15%	0%	0.3	4%	-18%	20%	-23%	-6%
Cc1ccc2oc3nc(C)c(C(=O)O)cc3c(=O)c2c1	-4	19%	0%	-2.5	-9%	i	-2%	6%	4%
Nc1cc(C(=O)N/N=C/c2cccc([N+](=O)[O-])c2)n[nH]c1=O	0	22%	-4%	-0.1	-2%	-32%[inhibitor]	7%	-7%	-9%
CCc1nc2c(OCC(=O)C(C)(C)C)cccn2c1N(C)C(=O)c1ccccc1F	-6	-28%	-11%	0.0	5%	i	-1%	-4%	-21%
CCOC1CC(C)(C)NC(=S)N1 (stereo not drawn)	4	7%	-6%	0.0	6%	18%	4%	-6%	6%
O=C(CCc1nnc(C2CCCCC2)o1)N1CCN(c2ccccc2F)CC1	14	?	-13%	-3.7	-8%	-12%	-2%	18%	-8%
CC(C)C[C@H]1CN(CCCC[C@@H]2CNC(=O)C(=O)N2CCc2ccccc2)C(=O)C(=O)N1CCc1ccccc1	-1	6%	1%	-0.5	-15%	6%	3%	-13%	-15%
CC(=NNS(=O)(=O)c1ccc([N+](=O)[O-])cc1)c1ccc(C)cc1	6	2%	-9%	-0.6	3%	-15%	1%	-19%	-1%
Cc1ccccc1CS(=O)(=O)CCC(=O)NCCCN1CCN(c2ccccc2F)CC1	-8	?	-2%	0.8	3%	-8%[57.5 µM]	26%	-11%	-21%

Whole records, looked up by structure. Order of screens: PI5P4Ka inh | GLP-1R inv ag | PLK1 PBD inh | IL-2 act | EPAC1 ag | PTHR1 agonist | GLP1R ag | EPAC1 antag | HEK293 tox
COCCN1Cc2cc3cc(C)ccc3nc2SC1=Nc1cccc(OC)c1 in the list: 10 | ? | -8% | -0.7 | 17% | -54%[inhibitor] | 12% | -6% | -2%
Cc1nnc(SCC(=O)Nc2ccc(N(C)C)cc2)n(N)c1=O in the list: -7 | 15% | ? | 2.1 | 7% | i | -15% | -2% | -1%

Ordered by value in GLP1R ag (falling): some entries from above
structure | PI5P4Ka inh | GLP-1R inv ag | PLK1 PBD inh | IL-2 act | PTHR1 agonist | GLP1R ag | EPAC1 antag
CCOC1CC(C)(C)NC(=S)N1 (stereo not drawn) | 4 | 7% | -6% | 0.0 | 18% | 4% | -6%
CCCCCc1ccc(S(=O)(=O)NCCc2ccncc2)cc1 | . | -9% | 0% | -1.0 | i | 3% | -12%
Cc1nnc(SCC(=O)Nc2ccc(N(C)C)cc2)n(N)c1=O | -7 | 15% | ? | 2.1 | i | -15% | -2%

Bioassay records: PubChem BioAssay, National Center for Advancing Translational Sciences (NCATS)

Only part of the results is shown; rates above refer to the full screens.
